E coli growth: reduces bacterial viability in AddAB counter-screen. AID 449728. actives 0.27% (n = 330,000). inhibition, % at 11.9 µM. E. coli V3065 growth, OD600 absorbance, 18 h;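 active = inhibition above the campaign's mean inhibition across all tested compounds plus 3 SD, cut at about 9.9% in these data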;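 also: uninfected addAB+ strain grown without phage in ampicillin broth; 0% = DMSO wells and 100% = ciprofloxacin 0.95 µg/ml wells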
Arr AP2 block: inhibitors of human beta-arrestin and AP2 interaction. FITC-arrestin peptide / GST-AP2 beads, flow cytometry; AP2 beta2 appendage carries R879A mutation. inhibition, % at 10 µM. actives 0.31% (n = 340,000);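 active = inhibition above a set limit, near 3 SD of compounds lacking own fluorescence, cut at about 54% in these data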;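 also: plate controls were DMSO wells for no effect and 5 µM unlabelled arrestin peptide for full effect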
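Material – AP2 appendage R879A on GSH beads · Buffer or medium – PBS with 0.05% Tween 20 and 0.1% BSA · Probe or stimulus – fluorescein-tagged arrestin peptide at 50 nM final · Incubation – compound with beads 12 min RT, then probe 1 h RT · Detection – high-throughput flow cytometry of beads, ex 488, em 535 nm · Evaluation – percent response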
PfHsp90 set2: reduces growth (ATP signal) of yeast expressing P. falciparum Hsp90; S. cerevisiae expressing PfHsp90, BacTiter-Glo ATP, 48 h; yeast lacking PDR1 and PDR3 efflux regulators; inhibition, % at 9.4 µM; actives 0.32% (n = 310,000); AID 504621;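 active = every replicate shows inhibition above about 80%, whatever the replicate mean, limit read from the data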;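 also: 0% = DMSO neutral controls and 100% = 20 µM radicicol positive controls; yeast relying on Plasmodium falciparum Hsp90 in place of its own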
AddAB inh: less growth of phage-infected E. coli with AddAB; AID 435030; E. coli expressing H. pylori AddAB, absorbance growth; actives 0.29% (n = 330,000); inhibition, % at 11.9 µM; in the data active = inhibition above about 12%;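 also: 0% = vehicle wells of infected cells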
MOR-DOR inv ag: mu-delta opioid heterodimer inverse agonism; P35372+P41143; cell-based MOR-DOR heterodimer luminescence; inhibition, % at 9.3 µM; actives 0.21% (n = 340,000); AID 504357; in the data active = inhibition above about 22%, passing the limit was not always enough;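 also: 0% = cells with DMSO and 100% = wells without cells with DMSO; values of inactives mirror those of a sister screen read the other way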
OPRM1-OPRD1 ag: OPRM1-OPRD1 heterodimerization agonism. activation, % at 9.3 µM. cells, luminescence. actives 0.3% (n = 340,000). P35372+P41143. AID 504326; in the data active = activation above about 18%;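 also: 0% = vehicle-treated cells and 100% = reference agonist; values of inactives mirror those of a sister screen read the other way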
PKA-R1A act: activators of PKA-R1A complex | P00514+P68181 | PKA-R1A dissociation, Cy5-IP20 fluorescence polarization; scaled: DMSO 0%, 113 µM cGMP 100% | activation, % at 11.4 µM | actives 0.083% (n = 340,000) | AID 504707;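 active = percent activation above the mean of all tested compounds plus 3 SD, cut at about 19% in these data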;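 also: higher means more PKAc released from R1A so a rise in polarization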
phage Ecoli inh: E. coli growth loss with phage present; actives 0.26% (n = 360,000); growth absorbance; inhibition, % at 11.9 µM; AID 651602; in the data active = inhibition above about 11%
Pemphigus Ab inh: inhibitors of pemphigus antibody binding to human desmoglein-3; P32926; DSG3-coupled beads, scFv-anti-DSG3-GFP binding, flow cytometry; hits give low values; binding (percent of control), % at 10 µM; actives 0.48% (n = 310,000); AID 588358;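 active = binding more than 3 SD below its plate's average and above zero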;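 also: hits lower antibody fragment binding to DSG3; some compounds called inactive have numbers as strong as hits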
Target sequence (P32926 whole entry, looked up, the tested form may be a part): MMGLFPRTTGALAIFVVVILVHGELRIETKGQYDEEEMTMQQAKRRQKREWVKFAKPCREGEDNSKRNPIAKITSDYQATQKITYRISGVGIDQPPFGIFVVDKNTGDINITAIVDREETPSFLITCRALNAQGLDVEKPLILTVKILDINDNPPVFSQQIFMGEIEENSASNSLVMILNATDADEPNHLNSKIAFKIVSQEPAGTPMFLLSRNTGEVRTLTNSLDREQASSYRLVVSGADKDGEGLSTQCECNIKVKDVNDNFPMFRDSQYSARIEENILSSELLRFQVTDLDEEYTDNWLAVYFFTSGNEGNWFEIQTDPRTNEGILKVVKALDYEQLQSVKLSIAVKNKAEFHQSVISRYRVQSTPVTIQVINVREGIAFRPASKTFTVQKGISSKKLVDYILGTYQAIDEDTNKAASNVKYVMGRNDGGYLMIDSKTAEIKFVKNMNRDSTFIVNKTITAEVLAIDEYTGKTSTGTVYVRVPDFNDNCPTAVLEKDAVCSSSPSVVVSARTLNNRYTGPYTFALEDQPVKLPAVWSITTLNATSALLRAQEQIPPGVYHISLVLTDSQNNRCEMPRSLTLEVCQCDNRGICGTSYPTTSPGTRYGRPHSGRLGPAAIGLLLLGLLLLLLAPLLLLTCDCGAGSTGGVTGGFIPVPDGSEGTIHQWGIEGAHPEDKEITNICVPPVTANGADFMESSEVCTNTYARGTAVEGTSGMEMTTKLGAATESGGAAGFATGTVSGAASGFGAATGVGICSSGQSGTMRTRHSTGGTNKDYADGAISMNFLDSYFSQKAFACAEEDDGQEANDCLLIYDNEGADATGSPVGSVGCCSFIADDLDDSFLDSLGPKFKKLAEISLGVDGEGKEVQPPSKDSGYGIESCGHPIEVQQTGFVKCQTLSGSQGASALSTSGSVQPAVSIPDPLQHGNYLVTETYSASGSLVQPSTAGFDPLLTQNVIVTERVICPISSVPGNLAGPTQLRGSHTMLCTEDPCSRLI
Tat export inh: E. coli Tat transport inhibition | E. coli MC4100 TorA-mCherry Tat export, fluorescence | inhibition, % at 10 µM | actives 0.036% (n = 340,000) | AID 488895;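 active = mean replicate inhibition at least 50% and at least half of replicates individually reaching 50%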;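 also: exported cargo escapes ClpAP degradation while cytoplasmic cargo is degraded and loses fluorescence; 0% = median of neutral control wells and 100% = median of NaSCN control wells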
SUMO Mot1 rescue: SUMOylation pathway inhibition by Mot1-301 growth rescue; S. cerevisiae Mot1-301 growth rescue, ATP luminescence, 38.5C; percent above DMSO median, 100 means doubled; growth rescue, % at 18.8 µM; actives 1% (n = 320,000); AID 2716;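 active = every valid replicate shows activation above 250% relative to neutral control wells; inactive = the rest, any valid replicate at or below 250%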;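 also: OY570 slx delta 5 strain wells were the positive control but not used for scaling; some compounds called inactive have numbers as strong as hits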
* marks the source's active call; other numbers are inactive results; nt = no result given; + = active, no number.

SMILES	E coli growth	Arr AP2 block	PfHsp90 set2	AddAB inh	MOR-DOR inv ag	OPRM1-OPRD1 ag	PKA-R1A act	phage Ecoli inh	Pemphigus Ab inh	Tat export inh	SUMO Mot1 rescue
CCN1CCN(CC(=O)Nc2cc3c(cc2C(C)=O)OCO3)CC1	-2.6	5	nt	-2.2	6	-1.1	3	-1.2	115	-8	-6
CN1CCN(C(c2cccc(C(F)(F)F)c2)c2nnnn2Cc2ccccc2)CC1 (stereo not drawn)	-4.0	-2	nt	-0.7	-6	1.0	-13	-0.1	107	-6	11
COc1ccc(CNC2CCCC2)c(OC)c1OC	0.2	21	6	2.2	-2	0.3	-7	3.4	81	-4	0
COc1ccc(OC)c(-c2csc(N(CC3CCCO3)C(=O)Cc3ccccc3)n2)c1 (stereo not drawn)	1.4	-5	-28	4.9	2	-0.4	-12	3.4	102	5	11
Cc1ccc(CSC2=NCCN2C(=O)C(C)Oc2ccccc2)cc1 (stereo not drawn)	-3.3	-5	-11	0.4	6	-1.3	-6	1.8	nt	1	nt
O=C(Nc1ccc(O)c2c(=O)cc(-c3ccccc3Cl)oc12)c1ccc(Cl)c(Cl)c1	-1.5	19	-1	3.1	5	-0.8	-20	-0.9	98	-23	6
CCOC(=O)/C(C#N)=C/Nc1cc(C(=O)OCC)cc2c(OC)c(OC)ccc12	nt	-1	-41	nt	5	-1.1	2	1.8	106	-13	nt
COc1ccc(-c2ccc3c(c2)S(=O)(=O)c2cccc(C(=O)O)c2C3=O)cc1OC	-0.5	34	4	0.1	6	-1.2	8	0.6	103	0	-5
C[C@]12c3[nH]c4ccccc4c3CCN1C(=O)C(CC(=O)NCCc1ccccn1)C[C@@H]2C(=O)N1CCCCC1 (stereo partly drawn)	0.0	9	-8	1.7	9	-1.8	-1	0.4	107	7	-14
CC(C)CC(=O)NCc1ccc(F)cc1	2.3	-3	24	-0.5	11	-1.8	-7	1.0	104	-1	nt
CCN(CC)CCC(c1ccc(N(C)C)cc1)c1c(O)cc(OC)cc1OC (stereo not drawn)	-0.5	8	16	0.5	9	-1.5	9	0.2	98	-2	-15
Cc1sc2ncnc(N(C)C3CCCCC3)c2c1C	-0.4	19	-14	1.1	-21	2.6	6	-0.1	97	1	38
Cc1cc(-c2[nH]nc3c2C(c2cccc(O)c2)C(C#N)=C(N)O3)c(C)s1 (stereo not drawn)	0.7	14	-1	3.3	10	-1.9	2	1.2	106	-1	18
CN(c1ccc(C(=O)Nc2cccnc2)cc1)S(=O)(=O)c1ccccc1	2.0	-9	-19	1.4	-3	0.4	3	2.0	118	4	8
CN(C)c1ccc(NC(=O)CN2CCC(N3CCCCC3)CC2)cc1	0.7	21	nt	-2.7	-35	6.0	2	0.1	nt	12	-8
CSc1ccccc1C(=O)N1CCOCC1	0.1	27	-3	5.9	16	-3.0	-9	3.4	108	-2	0
CCOc1cc(C(=O)NCC(=O)N2CCC3(CC2)NCCc2[nH]cnc23)cc(OCC)c1OCC	-0.8	-7	3	3.2	11	-2.0	-12	3.5	nt	3	178
CCOc1cc(CN2CCCC(CNC(=O)c3ccc(F)cc3)C2)ccc1OC (stereo not drawn)	-2.5	3	-13	-0.4	16	-3.1	-2	-1.0	98	2	-16
COc1ccc(S(=O)(=O)N2CCC(C(=O)N3CCOCC3)CC2)cc1	2.0	20	4	0.1	4	-0.8	0	3.8	103	1	-6
COc1ccc(C(=O)Nc2c(-c3ccccc3)nc3ccccn23)c(OC)c1	-0.9	-3	-35	0.6	4	-0.7	7	-0.6	95	-10	1
O=[N+]([O-])c1ccccc1/C=C/CN1CCCCC1CO (stereo not drawn)	nt	3	-13	nt	4	-0.9	-5	2.7	105	-11	14
N#C/C(=C\c1ccc(O)c([N+](=O)[O-])c1)c1nc2ccccc2s1	nt	5	-23	nt	14	-2.0	3	0.2	96	3	nt
CC(C)CN(C(=O)CN(C)C(=O)c1ccco1)c1c(N)n(CC(C)C)c(=O)[nH]c1=O	-1.3	23	6	-1.3	12	-2.3	0	0.8	101	-7	24
C=CC[C@H](CC(=O)NCCO)C(=O)N[C@H](C)COC(=O)[C@@H](CC=C)Cc1ccc(F)cc1	0.4	-5	-16	3.4	16	-2.8	8	-0.1	nt	-3	-13
Cc1ccc(S(=O)(=O)c2cc(Nc3ccccc3)ccc2O)cc1	-2.3	19	-26	2.6	-39	8.5	-2	3.8	98	-1	2

The results go on.
SMILES	E coli growth	Arr AP2 block	PfHsp90 set2	AddAB inh	MOR-DOR inv ag	OPRM1-OPRD1 ag	PKA-R1A act	phage Ecoli inh	Pemphigus Ab inh	Tat export inh	SUMO Mot1 rescue
O=C(Cc1c(F)cccc1Cl)NNC(=O)c1ccccc1Cl	-0.9	0	7	-0.7	9	-2.3	-2	-0.1	nt	-6	-6
COC(=O)c1ccccc1NC(=O)C1(S(=O)(=O)c2ccc(Cl)cc2)CC1	-3.3	47	-10	-0.7	13	-2.0	10	1.3	nt	0	0
CCn1cc(C(=O)N[C@@H](CCSC)C(=O)NCCOC)c(=O)c2cc3c(cc21)OCO3	-4.0	2	-7	-2.4	18	-3.9	-2	-1.0	101	-1	-7
COc1cc(C(=O)Nc2ccc3nc4n(c(=O)c3c2)CCCC4)ccc1Br	-0.5	-4	6	-0.6	3	-0.6	7	0.9	84	-3	20
CCCN(CCC)CCNS(=O)(=O)c1ccc2c(c1)CCN2C(=O)C1CCC1	-0.9	4	4	0.6	5	-0.8	-10	-0.9	100	0	1
CSc1nc2nc3c(cc2c(=O)n1-c1ccccc1C)COC(C)(C)C3	-1.6	3	4	2.1	-1	0.3	3	-0.2	95	8	6
CC(Sc1ccccc1)C(=O)Nc1ccc(S(=O)(=O)N2CCOCC2)cc1 (stereo not drawn)	-2.3	18	0	1.6	6	-1.1	5	2.2	97	-9	-4
CC(C)C(NS(=O)(=O)c1cccs1)C(=O)N1CCC(C(N)=O)CC1 (stereo not drawn)	0.3	-2	-28	0.9	1	-0.3	-1	0.8	85	-3	-2
COc1ccccc1C(=O)NNC(=O)C12CC3CC(CC(C3)C1)C2	-3.2	0	7	0.7	14	-2.2	-7	0.6	nt	3	10
CC(=O)N1CC(C)Sc2ccc(S(=O)(=O)NCCc3ccccc3)cc21 (stereo not drawn)	-2.9	17	-9	1.8	-2	0.5	11	2.2	100	3	45
CC(C)[C@H](NC(=O)Nc1ccccc1F)C(=O)O	0.2	-6	32	4.4	11	-2.0	-16	1.8	106	-1	-7
C=CCn1c(C)cc(C(=O)COc2ccc(N(C)S(=O)(=O)c3ccc(NC(C)=O)cc3)cc2)c1C	1.5	-4	-18	1.9	-7	1.7	1	-1.2	96	-1	13
c1ccc(NCc2ccccn2)cc1	-0.2	30	-6	4.8	9	-1.7	-8	0.5	102	5	-9
CCSc1nnc(-c2cc(Br)ccc2N)c(=O)[nH]1	0.6	43	-12	4.1	12	-2.0	-3	6.1	97	-4	15
COc1cc(OC)cc(C(=O)N[C@H](C(=O)Nc2cc(C)cc(C)c2)C(C)C)c1	-0.3	0	-3	-0.4	-9	1.7	-7	-0.9	108	5	11
COc1ccc2c(c1)CC/C(=C\C=C\c1ccccc1OC)C2=O	2.5	12	nt	0.6	-13	2.2	5	3.4	nt	4	-18
O=C(O)C1C2CCC(C2)C1C(=O)Nc1ccc(Cl)c(Cl)c1 (stereo not drawn)	-1.8	6	9	4.1	15	-2.9	-7	3.5	112	-3	24
C/C(=N\NC(=O)c1ccco1)c1ccc(NC(=O)c2ccccc2)cc1	2.4	25	11	8.3	5	-0.8	-1	5.5	102	-7	-7
COc1ccccc1NC(=O)CCN1CCN(C)CC1	0.8	10	-31	0.9	4	-0.7	-14	0.9	97	0	-11
C/C(=N\OCc1ccc(C#N)cc1)c1cc2ccccc2o1	2.8	-5	-31	2.6	-11	2.3	-4	5.5	97	4	-9
COc1ccccc1C(=O)NC(=O)COc1ccc(Cl)cc1Cl	-1.1	-14	nt	6.8	-11	1.7	-3	4.8	98	1	8
CC1CCc2nc(NC(=O)C3CCCO3)sc2C1 (stereo not drawn)	-1.7	16	-55	-1.6	12	-2.4	5	2.1	108	-3	-17
COC(=O)Cc1ccc(NC(=S)NNC(=O)C2CC2)cc1	-0.5	-9	3	8.8	19	-3.7	-2	1.1	111	2	-7
CC(Oc1ccc(Br)cc1)C(=O)N1CCN(c2ccccn2)CC1 (stereo not drawn)	nt	6	-4	nt	11	-2.1	-13	2.1	102	-6	-9
CCCn1c(C(C)NC(C)=O)nc2ccccc21 (stereo not drawn)	0.9	7	16	5.5	1	-0.2	-8	0.8	99	9	-18

Further records.
SMILES	E coli growth	Arr AP2 block	PfHsp90 set2	AddAB inh	MOR-DOR inv ag	OPRM1-OPRD1 ag	PKA-R1A act	phage Ecoli inh	Pemphigus Ab inh	Tat export inh	SUMO Mot1 rescue
O=C1CCN(Cc2ccc(O)cc2)CCN1[C@H](CO)c1ccccc1	1.3	31	-7	0.1	3	-0.5	2	1.9	107	4	-10
CCc1ccc(NC(=O)CC2C(=O)NCCN2C(=O)c2ccc(F)cc2)cc1 (stereo not drawn)	0.6	-8	-4	-2.2	26	-5.2	-15	1.2	102	4	1
COc1ccc(NS(=O)(=O)c2cc3c(cc2C)N(C(C)=O)CCO3)cc1OC	2.6	20	25	-0.5	1	-0.2	-8	2.4	100	-1	-11
Cc1ccccc1-c1nc(CS(=O)(=O)CC(=O)NCCCN2CCN(C)CC2)c(C)o1	-3.4	-8	4	2.2	16	-3.2	-16	-0.2	95	-2	5
CCN(C(=O)c1cc2c(s1)-c1ccccc1OC2)c1cc(OC)ccc1OC	0.9	25	nt	7.3	1	-0.2	-7	1.4	112	9	-9
O=C(NCCc1csc(-c2ccccc2)n1)c1ccc(Br)o1	2.0	-2	-10	0.6	-5	0.8	8	2.9	104	2	12
C[C@H](NC(=O)c1[nH]cnc1C(=O)Nc1ccccc1)C(=O)OC(C)(C)C	-2.2	4	-2	1.4	-21	3.7	-11	0.6	107	5	10
O=C(c1c[nH]c2ccc(S(=O)(=O)N3CCOCC3)cc2c1=O)N1CCN(c2ccccn2)CC1	nt	-3	12	nt	3	-0.5	-10	-4.3	108	3	nt
COCCNC(=O)C(c1ccc(F)cc1)N(CCOC)C(=O)CCC(=O)Nc1ccccn1 (stereo not drawn)	-0.8	-7	7	3.7	-1	0.1	2	-0.2	117	0	28
Cc1ccc(SCC(=O)O/N=C(\N)c2cccc([N+](=O)[O-])c2)cc1	2.2	6	-28	0.9	9	-1.7	-1	0.1	98	6	+

3 entries out of the list above, arranged by the value under OPRM1-OPRD1 ag, low to high:
structure | OPRM1-OPRD1 ag
CCc1ccc(NC(=O)CC2C(=O)NCCN2C(=O)c2ccc(F)cc2)cc1 (stereo not drawn) | -5.2
Cc1ccc(SCC(=O)O/N=C(\N)c2cccc([N+](=O)[O-])c2)cc1 | -1.7
CCN(C(=O)c1cc2c(s1)-c1ccccc1OC2)c1cc(OC)ccc1OC | -0.2
